From PubChem BioAssay
Dicer processing – inhibitors of human Dicer processing of pre-microRNA. Q9UPY3. cat-ELCCA pre-miR-21 Dicer processing, chemiluminescence; hits give high values. z-score at 25 µM. 47,000 compounds, 6% hits. AID 1347074; in the data active = z-score above about 3, passing the limit was not always enough;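 note: plate controls were vehicle for no effect and no enzyme for full effect; higher signal means more uncleaved substrate so more Dicer inhibition; strong numbers were not always called active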
Numbers without * were called inactive; & = joins results of further samples. Not all compounds are listed; rates above refer to the full screens.

SMILES	Dicer processing
CC(C)(C)NC(=O)c1cc2nc(-c3ccc(Br)cc3)cc(C(F)(F)F)n2n1	-1.21
COc1cccc(C2Nc3cccc4cccc(c34)N2)c1O	0.69
O=C(CSc1ncnc2sc(-c3ccccc3)cc12)c1cccs1	-0.64
O=C(CSc1n[nH]c(=O)n1-c1ccccc1C(F)(F)F)c1ccc([N+](=O)[O-])cc1	-0.46
CC1CN(C(=O)NC(=O)c2ccc(F)c(Cl)c2)CC(C)O1 (configuration not stated)	-0.73
Cn1ncc(Br)c1-c1cccc(NC(=O)COCC(=O)O)c1	1.17
CCOC(=O)c1cc(/C(C)=N/NS(=O)(=O)c2ccc(F)c(Cl)c2)on1	-3.06
Cc1nc(COc2ccc(C(C)(C)C)cc2)sc1C(=O)NN	-1.07
Fc1cccc(CN2CCN(Cc3cccc4ccccc34)CC2)c1	0.8
Cc1ccc(C(=O)O)c2c1N[C@H](c1ccccc1Cl)C1CC=CC21 (some centres not stated)	-1.8
Nc1cnn(C2OC(COC(=O)c3ccccc3)C(O)C2O)c(=O)n1 (configuration not stated)	-6.88
CCOC(=O)c1cc(C)nc(S(C)(=O)=O)c1C#N	-1.91
COc1ccc(Cc2nc3c4c5c(sc4ncn3n2)C(C)(C)NC(C)(C)C5)cc1	1.11
N[C@@H](Cn1ccc(=O)c(O)c1)C(=O)O	0.82
O=C(O)c1ccccc1NC(=O)N1c2ccccc2Sc2ccccc21	1.02
O=C(O)CC(CC(=O)O)c1ccc(Cl)cc1Cl	-2.23
COc1n[nH]c(C(=O)O)c1[N+](=O)[O-]	-0.87
CCc1ccccc1NC(=S)NNS(=O)(=O)c1ccc(C)cc1	0.82
COc1ccc(C2Oc3ccccc3C=C2[N+](=O)[O-])cc1 (configuration not stated)	0.15
COc1ccc(/C(O)=C2\C(=O)C(=O)N(CCCN(C)C)C2c2ccc(Cl)cc2)cc1 (configuration not stated)	0.62
O=C(c1cc2ccccc2c(=O)o1)N1CCN(c2ccccc2)CC1	1.6
CN1C=NC(O)(c2ccccc2)c2cc(Cl)ccc21 (configuration not stated)	-0.74
CCOCCOC(=O)C1=C(C)NC2=C(C(=O)CCC2)C1c1cc(OC)c(OC)cc1Br (configuration not stated)	2.02
COc1cc(Cc2cc(OC)c(C)cc2OC)c(OC)cc1C	0.44
O=c1onc(-c2ccccc2)n1-c1cccc(C(F)(F)F)c1	-1.34
Cn1c(=O)c2c(c3ccccc31)OC(=O)CC2c1ccccc1 (configuration not stated)	-0.67
CCOC(=O)/C(C#N)=C/NCCc1ccc(Cl)cc1	0.35
NS(=O)(=O)c1ccc2c(c1)C1C=CCC1C(C1CC=CCC1)N2 (configuration not stated)	-0.97
Oc1ccc(Cc2nc3ccccc3[nH]2)cc1	0.44
Cn1c(=O)c2c(ncn2CCN(CCO)Cc2ccccc2)n(C)c1=O	-1.01
Nc1ncccc1OCc1ccccc1	-0.85
CC(=O)ON1C(=O)c2cccc3cccc(c23)C1=O	1.23
CCCCC(CC)CNC(=O)C1C2C=CC(C2)C1C(=O)O (configuration not stated)	-1.44
CCCCN(CCCC)C(=O)c1cc([N+](=O)[O-])cc2c1-c1ccc([N+](=O)[O-])cc1C2=O	0.56
CC(C)(C)c1ccc(-c2[nH]nc(NC(=O)c3ccccc3F)c2Br)cc1	2.76
CC(=O)c1cc(Cl)cc(Cl)c1OC(=O)c1ccccc1Cl	-0.57
C=CCSc1nc2c(c(/C=C/c3ccccc3)c1C#N)CCC2	-0.68
O=C(O)C1CC(=O)N(CCc2cccs2)C1 (configuration not stated)	0.21
COC(=O)c1c(OC)ccc(N=CNO)c1OC	-0.69
CCOC(=O)c1c(C)nn(-c2ccc([N+](=O)[O-])cc2)c1C	-0.28

An excerpt of these results, as labelled records:
Nc1ncccc1OCc1ccccc1
  Dicer processing: -0.85
CC(=O)ON1C(=O)c2cccc3cccc(c23)C1=O
  Dicer processing: 1.23
CCCCC(CC)CNC(=O)C1C2C=CC(C2)C1C(=O)O (configuration not stated)
  Dicer processing: -1.44
CCCCN(CCCC)C(=O)c1cc([N+](=O)[O-])cc2c1-c1ccc([N+](=O)[O-])cc1C2=O
  Dicer processing: 0.56

Carrying on.
SMILES	Dicer processing
Cc1onc(-c2c(Cl)cccc2Cl)c1NC(=O)O/N=C/c1ccc(Cl)cc1Cl	2.78
COCc1[nH]nc2c1C(c1ccc(OC)c(OC)c1)C(C#N)=C(N)O2 (configuration not stated)	-3.47
Cc1cc(=O)[nH]c(SCC(=O)c2c(C)[nH]c3ccccc23)n1	-1.05
CCOC(=O)C1=C(C)NC2=C(C(=O)CC(c3ccccc3)C2)C1c1cccnc1 (configuration not stated)	0.89
Cc1ccc2nc(NCCO)[nH]c2c1	1.33
Cn1c(=O)c2c(nc(OCc3ccccc3)n2C)n(C)c1=O	-1.31
O=C1Nc2ccccc2/C1=C/c1cc2ccccc2n1S(=O)(=O)c1ccccc1	-1.89
Clc1ccc(C2=CSC3=NCCN23)cc1	-0.67
CCCn1c(=O)c(C#N)cn(-c2ccc(Cl)cc2)c1=O	2.59
O=c1c2cc(-c3ccccc3)sc2ncn1Cc1ccc(F)cc1	0.66
N#Cc1c2c(c(N3CCOCC3)n3c1nc1ccccc13)CCCC2	0.17
O=c1c2ccccc2nc(SCc2ccc([N+](=O)[O-])cc2)n1Cc1ccc([N+](=O)[O-])cc1	1.08
CCOC(=O)/C(=N\Nc1ccccc1)c1csc(Nc2ccc(C)cc2)n1	1.37
CCOC(=O)N1CCN(C(=O)CSc2ncccn2)CC1	0.08
NC(=O)CSc1nnc(Nc2ccccc2)s1	0.28
CCOc1cc(-n2cccc2)c(OCC)cc1N1CCOCC1	-0.44
CCSCCOC(=O)C1=C(C)NC2=C(C(=O)CC(C)(C)C2)C1c1coc2ccc(C)cc2c1=O (configuration not stated)	0.29
Cn1cnc(S(=O)(=O)N2CCN(c3ccc(F)cc3)CC2)c1	-2.65
O=C(Nc1cccnc1)c1cc2nc(-c3ccc(Cl)cc3)cc(C(F)(F)F)n2n1	-2.24
O=C(NCc1cccnc1)c1nn2c(c1Cl)NC(c1ccccc1)CC2C(F)(F)F (configuration not stated)	-1.76

Quoted at random: 4 records from the list, in no set order.
SMILES	Dicer processing
NC(=O)CSc1nnc(Nc2ccccc2)s1	0.28
Cc1cc(=O)[nH]c(SCC(=O)c2c(C)[nH]c3ccccc23)n1	-1.05
Cn1c(=O)c2c(nc(OCc3ccccc3)n2C)n(C)c1=O	-1.31
O=C(Nc1cccnc1)c1cc2nc(-c3ccc(Cl)cc3)cc(C(F)(F)F)n2n1	-2.24

Later entries
SMILES	Dicer processing
NC(=O)c1c(NC(=O)COc2ccc(Br)cc2)sc2c1CCCC2	0.42
CC(C)Sc1ccc([N+](=O)[O-])cc1C(=O)Nc1ccncc1	-0.86
O=C(O)CC(CC(=O)O)c1ccc(Cl)cc1	1.28
O=C(O)c1c(F)c(F)cc2ccccc12	1.53
CSC1=NC(c2ccc(N(C)C)cc2)NN1 (configuration not stated)	1.15
Nc1ccc(-c2nc3ccc(C(=O)O)cc3[nH]2)cc1	-0.84
Fc1ccc(Nc2nc(-c3ccccn3)cs2)cc1	2.58
Cn1cnc2c1c(=O)n(Cc1cccc(Br)c1)c(=O)n2C	1.17
O=C1c2cccc3cccc(c23)C(=O)N1CCCc1nnc(S)n1-c1ccccc1	2.67
O=C(Nc1ccc2nc(NC(=O)C3CCCCC3)sc2c1)c1cccs1	0.87
COc1ccc(Cc2nc3c4c5c(sc4ncn3n2)C(C)(C)NC(C)(C)C5)cc1OC	0.14
CC12C=CC(C)(O1)C1C(=O)N(c3ccc(-c4ccccc4)cc3)C(=O)C12 (configuration not stated)	1.52
Cn1c2ccc(F)cc2c2nnc(SCCN3CCCCC3)nc21	-1.43
O=C(Nc1nc(-c2ccc(F)c(F)c2)cs1)c1cccs1	2.97
N#Cc1c(SCC(=O)c2ccc([N+](=O)[O-])cc2)nsc1SCC(=O)c1ccc([N+](=O)[O-])cc1	0.7
NNS(=O)(=O)c1ccc(Sc2ccccn2)c([N+](=O)[O-])c1	-7.56
CCOC(=O)Cc1c(C)nc2c(C#N)cnn2c1C	0.62
c1ccc(OCc2nc3c4c5c(sc4ncn3n2)CCCC5)cc1	0.64
Cn1c(=O)c2c(c3ccccc31)OC(=O)CC2c1cccc(Br)c1 (configuration not stated)	0.4
Cc1ccc(S(=O)(=O)NNC(=S)Nc2ccccc2C(C)C)cc1	-0.48
CCN(CC)c1ccc(C=C2C(=O)N(c3ccccc3)C(=O)N(c3ccccc3)C2=O)cc1	0.66
COc1ccc(-c2nc3n(n2)C(c2ccc4c(c2)OCO4)C2=C(CC(C)(C)CC2=O)N3)cc1OC (configuration not stated)	3.04*
COc1ccc(-c2cc(-c3cc(OC)ccc3O)[nH]n2)cc1	8.07*
COc1cccc(Nc2ncnc3cc(-c4ccccc4)sc23)c1	1.77
NC(=O)C1CCN(S(=O)(=O)c2ccccc2)CC1	-0.45
COc1cc2c(cc1OC)C(C)N(S(=O)(=O)c1ccc(C)cc1)CC2 (configuration not stated)	-0.4
COc1ccc(N2C(=O)CCC2=O)cc1	-0.74
CC(C)(C)c1ccc(-c2nnc3sc(-c4ccccn4)nn23)cc1	-0.74
O=c1oc2c(Cl)cc(Cl)cc2cc1-c1nc2ccccc2[nH]1	-0.4
O=C(Nc1ccc(OC(=O)N(c2ccccc2)c2ccccc2)cc1)N1CCOCC1	3.88*
NS(=O)(=O)c1cccc(-c2ccc(C3Nc4ccccc4-c4nc5ccccc5n43)o2)c1 (configuration not stated)	0.57
Cc1cc2nc(-c3ccc(N)cc3)oc2cc1C	0.76
CCn1c2c(c(=O)[nH]c1=O)C(c1ccccc1)C1=C(N2)c2ccccc2C1=O (configuration not stated)	0.26
CCCCC#Cc1ccc(-c2nnc(SCc3ccc(Cl)cc3)n2C)o1	1.14
CCOC(=O)CSc1nncc(=O)[nH]1	-1.14
Cc1ccc(S(=O)(=O)NNC(=O)c2sccc2N(C)C)cc1	-0.1
CSC(=Nc1cc(C(F)(F)F)cc(C(F)(F)F)c1)N1CCCC1	1.47
Cc1cccc(NS(=O)(=O)N(C)C)c1	1.25
Fc1ccc(OCc2nc(-c3ccc(Br)cc3)no2)cc1	2.75
CCOC(=O)c1ccc(N/N=C/c2ccccc2O)cc1	-1.83

Molecules from the list above that have a furan ring, fused or not:
SMILES	Dicer processing
NS(=O)(=O)c1cccc(-c2ccc(C3Nc4ccccc4-c4nc5ccccc5n43)o2)c1 (configuration not stated)	0.57
CCCCC#Cc1ccc(-c2nnc(SCc3ccc(Cl)cc3)n2C)o1	1.14

(continued)
SMILES	Dicer processing
O=C(Nc1ccc(Cl)cc1OC(F)(F)F)c1cccc(C(F)(F)F)c1	0
Cc1cc2nc(NC3=NCN(Cc4ccco4)CN3)nc(C)c2cc1C	2.98
COC(=O)CSc1c(Cl)cncc1Cl	-0.94
COc1cc2c(=O)n(Cc3cccs3)c(=S)[nH]c2c(OC)c1OC	-0.63
COC(=O)c1cc(S(=O)(=O)N2CCC(Cc3ccccc3)CC2)oc1C	-0.39
Cn1cnnc1SCC(=O)n1c2ccccc2c2ccccc21	0.15
COc1ccc(C2OC(c3ccc(Br)cc3)=NN2C(C)=O)cc1 (configuration not stated)	-2.46
Cc1ccc(-c2cnc3c(-c4ccc(Cl)cc4)cnn3c2N)cc1	2.28
CC1=C(C(=O)OC(C)C)C(c2ccc3c(c2)OCO3)C2=C(CCCC2=O)N1 (configuration not stated)	0.26
O=c1oc2cc3occ(-c4ccc(Cl)cc4)c3cc2c2ccccc12	0.4
Clc1nccc2c1ccc1ccccc12	-0.45
CNC(=S)c1sc2ccccc2c1C	0.16
CC(N=C(NC#N)Nc1ccncc1)C(C)(C)C (configuration not stated)	0.98&-0.59
Cc1cc(Br)c(-n2cccc2)c(Br)c1Cl	-1.15
CC(C)(CC(=O)O)CC(=O)NNc1ncccc1C#N	-0.57
Cc1ccc(-c2nn3c(C)nnc3s2)cc1NC(=O)c1cccs1	2.93
CCOC(=O)c1c(NC(=O)c2ccc(F)cc2)c2cc([N+](=O)[O-])ccc2n1C	-1.19
Oc1ccccc1C1=NN2C(C1)c1ccccc1OC2c1ccsc1 (configuration not stated)	4.55
CS(=O)(=O)c1nc2ccccc2s1	0.11
CC1=C(C(=O)O)C(c2ccccc2)NC(=O)N1C (configuration not stated)	0.28

3 structures out of the list, ordered by heavy-atom count, descending:
SMILES	Dicer processing
Cn1c(=O)c2c(ncn2CCN(CCO)Cc2ccccc2)n(C)c1=O	-1.01
C=CCSc1nc2c(c(/C=C/c3ccccc3)c1C#N)CCC2	-0.68
CCOC(=O)CSc1nncc(=O)[nH]1	-1.14

Next section:
SMILES	Dicer processing
CCC(=O)N1c2ccccc2-c2nnc(SC)nc2OC1c1ccc(C(=O)O)cc1 (configuration not stated)	0.34
Cc1ccc(/C(O)=C2\C(=O)C(=O)N(Cc3cccnc3)C2c2cccnc2)cc1 (configuration not stated)	-1.28
O=C1CC(C(=O)Nc2ccc(F)c(Cl)c2)C2=C(CCCC2=O)N1 (configuration not stated)	-0.97
COC(=O)c1sccc1-c1ccc(C2C3=C(CCCC3=O)NC3=C2C(=O)CCC3)o1	0.31
O=C(Nc1ccccc1)Sc1ccc(F)cc1F	-2.78
CCN(CC)CC(O)CN1c2ccccc2Sc2ccccc21 (configuration not stated)	0.32
CC(=O)/C(N=Nc1ccc(C(C)C)cc1)=C(\C)O	0.77
Cc1ccc(S(=O)(=O)NC(=O)NNc2ncnc3scc(-c4ccccc4)c23)cc1	-2.26
CCOCCOC(=O)C1=C(C)NC2=C(C(=O)CC(C)(C)C2)C1c1cccc(OC)c1OC (configuration not stated)	-0.55
O=C1OC(c2cccnc2Sc2ccc(Cl)cc2)=N/C1=C\c1ccc(C(F)(F)F)cc1	-0.58
CN(CCc1ccccn1)C(=O)Nc1cccc(Cl)c1	0.27
CC(C)(C)OC(=O)NCCCN=Cc1ccc(C(F)(F)F)cc1	0.13
O=C(O)C(c1ccccc1)(c1ccccc1)c1ccccc1	1.05
COc1ccc(NC(=O)C2CC(=O)N(CCc3ccc(Cl)cc3)C2)cc1 (configuration not stated)	2.8
Cc1ccc(-c2nn3nnnc3c3ccccc23)cc1	-0.12
O=C(NNS(=O)(=O)c1ccc(-c2ccccn2)s1)Nc1cccc(Cl)c1	4.04*
